# Compound activity as filed in PubChem.
# NPC1 prom act = activators of NPC1 promoter; hit rate 2.4% among 320,000; Huh7 NPC1 promoter luciferase reporter, 24 h; Potency, µM (doses to about 9.22 µM), for inactives: top-dose activation, actives largely listed as activators;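 further: potency means the concentration at half of the fitted maximal effect; % of control where 0% means no effect; nearly all actives have a fitted effect of over 60% in size; reporter is driven by a mutant NPC1 promoter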
#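 Huh7 reporter cells (NPC1 promoter driving luciferase) are dosed with compound for 24 h at 37 °C, 5% CO2; luciferase detection reagent is then added and luminescence measured after 10 min at ambient temperature.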
# uPA generation = cell surface uPA generation inhibition. cell surface uPA generation assay, qHTS. Potency, µM (series often up to 38.3 µM), for the others: at the highest dose activity change, negative = inhibition, hits mostly inhibitors. hit rate 0.31% among 330,000. AID 540303; active means well fitted inhibition curve with a large enough effect; inconclusive means small, poorly fitted or top-dose-only effect; inactive means no such curve, though single readings can be large or run the other way; tested in mouse RAW 264.7 cells; further: potency means the concentration at half of the fitted maximal effect; on the % scale 0 is the no-effect control and ±100 the full control effect; nearly all actives have a fitted effect of over 55% in size
# VP16 counter = Gal4-VP16 reporter inhibition counter-screen. hit rate 3.5% among 310,000. Drosophila S2 Gal4-VP16 UAS-luciferase, luminescence, 20 h. Potency, µM (series often up to 53.6 µM), without a hit: at the highest dose activity, negative = inhibition, actives largely listed as inhibitors;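 further: Gal4-VP16 expression switched on by copper sulfate through the metallothionein promoter; potency means the concentration at half of the fitted maximal effect; on the % scale 0 is the no-effect control and ±100 the full control effect; nearly all actives have a fitted effect of over 50% in size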
# KCNH2 3.1 block = inhibitors of human KCNH2 3.1 potassium channel isoform. U2OS KCNH2 3.1, thallium flux FluxOr; hits give low values. activity change, % (tested at about 1.8 µM). hit rate 0.95% among 340,000;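 active means maximum activity change below -70%; inconclusive means maximum activity change from -70% to -50%; inactive means maximum activity change above -50%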;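 further: thallium influx rate constant from kinetic fluorescence after stimulation buffer; on the % scale 0 is the no-effect control and ±100 the full control effect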
#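 Steps: virus added to U2OS suspension (4 h, RT, dark); medium with 10% FBS added, cells plated, 37 C overnight; FluxOr/Red40 loading buffer 45 min RT; stimulation buffer, 2 min kinetic read; rate constant normalized.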
# RORgamma inh = ROR gamma (mouse) transcription inhibition; Drosophila S2 Gal4-RORgamma UAS-luciferase reporter, 20 h; AID 2551; Potency, µM (highest dose often 53.6 µM), without a hit: top-dose activity change, negative = inhibition, actives largely listed as inhibitors; hit rate 5.4% among 310,000; further: potency means the concentration at half of the fitted maximal effect; on the % scale 0 is the no-effect control and ±100 the full control effect; nearly all actives have a fitted effect of over 60% in size
# Target sequence (P51450 whole entry, looked up, the tested form may be a part): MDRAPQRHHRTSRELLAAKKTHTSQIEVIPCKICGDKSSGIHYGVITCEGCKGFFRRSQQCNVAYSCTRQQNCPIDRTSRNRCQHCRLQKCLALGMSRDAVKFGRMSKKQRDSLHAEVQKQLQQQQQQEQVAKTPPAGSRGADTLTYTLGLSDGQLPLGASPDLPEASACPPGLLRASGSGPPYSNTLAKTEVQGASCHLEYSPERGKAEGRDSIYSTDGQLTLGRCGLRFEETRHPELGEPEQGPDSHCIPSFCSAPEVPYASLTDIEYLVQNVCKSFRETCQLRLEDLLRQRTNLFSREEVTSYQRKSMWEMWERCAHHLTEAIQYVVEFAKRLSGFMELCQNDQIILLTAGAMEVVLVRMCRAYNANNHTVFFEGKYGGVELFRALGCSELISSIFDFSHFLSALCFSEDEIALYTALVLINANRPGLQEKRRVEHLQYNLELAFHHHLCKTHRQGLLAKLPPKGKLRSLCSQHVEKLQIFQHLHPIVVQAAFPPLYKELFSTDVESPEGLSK
#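 Luminescence from a UAS-regulated Photinus luciferase reporter in stably transfected Drosophila Schneider cells is measured; decreased signal marks ROR gamma inhibition. Fusion expression is induced by 700 uM copper sulfate for 20 hr.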
# Tb PFK block = blocks T. brucei phosphofructokinase; T. brucei PFK, ADP-Glo luminescence; Potency, µM (doses to about 57.5 µM), inactives show at the highest dose activity, negative = inhibition, hits mostly inhibitors; hit rate 0.17% among 330,000;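 further: potency means the concentration at half of the fitted maximal effect; 0% = uninhibited 1x PFK enzyme wells and -100% = no-enzyme wells; nearly all actives have a fitted effect of over 60% in size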
#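 In TEA buffer at pH 8.0 with 5 mM MgCl2, enzyme (1.25 nM) converted F6P (0.5 mM) and ATP (0.1 mM) for 45 min at room temperature. ADP product was read by luciferase luminescence.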
# Rab9 promoter act = activators of Rab9 promoter; hit rate 2.8% among 320,000; Potency, µM (doses to about 9.22 µM), for the others: at the top dose activation, negative = inhibition, usual class: activators; Huh7 Rab9 promoter-luciferase reporter, luminescence, 24 h; further: potency means the concentration at half of the fitted maximal effect; % of control where 0% means no effect; nearly all actives have a fitted effect of over 60% in size
#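 Stable Rab9-luc Huh7, 1500 cells/well, 2 h settle; cmpd in DMSO, 24 h, 37 °C/5% CO2; luciferase reagent 10 min RT; luminescence.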
# Coupling enz = counter-screen for Giardia aldolase inhibitors: coupling enzyme system. coupling enzyme system counterscreen, AmpLite Red fluorescence. activity change, negative = inhibition, % at 58.2 µM, hits read low. hit rate 0.67% among 290,000; in the data active means activity change below about -30%; further: on the % scale 0 is the no-effect control and ±100 the full control effect
#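 Coupling enzymes only (glyceraldehyde-3-phosphate) + compound, at 57.5 uM final, 10 min RT; add substrate/coupling/AmpLite Red mix, 20 min RT; fluorescence ex 525/em 598 nm. Actives flag coupling-system interference.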
# ELG1 genotox = induces genotoxicity in HEK293T cells with luciferase-tagged ELG1; HEK293T ELG1-luciferase reporter, luminescence, 16 h; hit rate 1.3% among 330,000; Potency, µM (highest dose often 46 µM), for the others: at the highest dose activity change, positive = activation, actives largely listed as activators; AID 504466; further: potency means the concentration at half of the fitted maximal effect; % of control where 0% means no effect; nearly all actives have a fitted effect of over 60% in size
#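 Luminescence read-out: rising ELG1-luciferase signal, reflecting elevated ELG1 protein under genetic stress, flags genotoxic compounds. Cells were treated for 16 hr at 37 °C before ONE-Glo detection.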
# Giardia kill = kills Giardia lamblia | hit rate 0.15% among 340,000 | Giardia lamblia trophozoite viability | activity change, % at 7.66 µM, hits read low; in the data active means activity change below about -80%; inconclusive means between about -30% and that limit;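 further: parasites exposed to compound for two days anaerobically before the ATP read; on the % scale 0 is the no-effect control and ±100 the full control effect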
#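 Giardia lamblia trophozoites (100 cells/well) were incubated with compounds for 48 h at 37 deg C under anaerobic conditions. Viability was read as ATP content by one-step luminescence after 15-30 min at room temperature.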
# FLuc modulator = inhibits or activates purified firefly luciferase, miR-21 counter-screen; P08659; purified FLuc, Km substrates, luminescence inhibition; Potency, µM (series often up to 57.5 µM), for inactives: at the top dose activity change, negative = inhibition, usual class: inhibitors; hit rate 6.9% among 360,000; AID 588342;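 further: potency means the concentration at half of the fitted maximal effect; plate controls were vehicle for no effect and reference inhibitor for full effect; nearly all actives have a fitted effect of over 55% in size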
# Target sequence (P08659 whole entry, looked up): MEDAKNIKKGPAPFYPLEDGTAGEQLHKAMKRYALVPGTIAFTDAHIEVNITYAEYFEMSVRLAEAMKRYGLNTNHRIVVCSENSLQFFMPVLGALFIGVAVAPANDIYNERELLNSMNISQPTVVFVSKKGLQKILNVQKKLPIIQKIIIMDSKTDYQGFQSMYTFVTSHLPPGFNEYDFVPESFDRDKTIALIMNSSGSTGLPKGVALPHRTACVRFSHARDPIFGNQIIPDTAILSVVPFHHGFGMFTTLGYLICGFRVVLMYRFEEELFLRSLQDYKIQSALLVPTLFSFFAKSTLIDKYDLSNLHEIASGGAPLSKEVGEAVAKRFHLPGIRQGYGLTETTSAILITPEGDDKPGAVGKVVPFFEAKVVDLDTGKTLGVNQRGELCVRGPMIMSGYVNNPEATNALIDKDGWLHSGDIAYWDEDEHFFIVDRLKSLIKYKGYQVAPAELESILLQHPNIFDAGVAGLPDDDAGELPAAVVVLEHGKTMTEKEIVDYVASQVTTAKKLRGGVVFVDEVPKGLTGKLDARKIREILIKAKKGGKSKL
#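 Biochemical qHTS of compounds, final roughly 60 µM downward over six points, against 10 nM purified firefly luciferase using Km concentrations of substrates (10 uM D-luciferin, 10 uM ATP) in Tris acetate pH 7.5 buffer; luminescence output.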
# Numbers without * were called inactive; u = inconclusive; x = not tested or not shown; [ ] = dose if it differs, or a comment. Unless noted, the call rests on the fitted dose curve; in most records, active means well fitted curve in the direction sought with a large enough effect; inconclusive means small, poorly fitted or top-dose-only effect, or another doubt; inactive means no such curve, though single readings can be large; an effect the other way counts as inactive or inconclusive.
SMILES,NPC1 prom act,uPA generation,VP16 counter,KCNH2 3.1 block,RORgamma inh,Tb PFK block,Rab9 promoter act,Coupling enz,ELG1 genotox,Giardia kill,FLuc modulator
COc1cc(NC(=O)Cc2cccc3ccccc23)c(C(=O)O)cc1OC,-4%,-2%,-30%,8,0%[1.91 µM],-1%,0%,-3,2%,6,4%
CCn1c(SCC(=O)Nc2cc(F)ccc2C)nnc1-c1ccccc1O,0%,9%,10%,-8,-38%,-29%,2%,-3,-3%,-20,6%
O=C(CCCCCn1c(=S)[nH]c2ccc(Br)cc2c1=O)NCC1CCCO1 (centres undefined),-4%,-6%,-12%,x,u,-4%,-1%,0,-1%,-12,2%
CCOCCCNC(=O)C(NC(=O)CNC(=O)c1ccccc1)c1ccc(OC)cc1 (centres undefined),-2%,1%,-1%,-14,u,11%,-2%,1,-1%,-20,1%
Cc1cc(C)c(S(=O)(=O)N2CCCCC2)cc1N(C)S(=O)(=O)c1ccc(Cl)cc1,-4%,6%,1%[0.365 µM],3,36%,5%,-13%,0,7%,-9,-2%
CCn1c(-c2cc(-c3ccccc3)sc2N)n[nH]c1=S,24%,-1%,13µM*,8,4µM*,-2%,-3%,-1,-1%,14,-3%
COc1cccc(C(=O)Nc2ccc3c(c2)C(=O)c2ccccc2C3=O)c1,3.2µM*,-31%,u,-13,u,1%,u,-1,u,15,u
CCOc1ccc(/C=N/Nc2ccccn2)cc1,1.3µM*,6.3µM*,u,5,11µM*,-8%,0.5µM*,3,2.3µM*,-16,1.2µM*
CCN(CC(=O)Nc1ccc2c(c1)OCCO2)C(=O)c1ccc(S(=O)(=O)N(C)C)cc1,3%,3%,x,19,x,1%,-1%,x,-2%,-3,4%
CCCC(=O)C1=C(c2ccccc2)C(C#N)(C#N)C(C#N)=C1N,-2%,5%,3%,-3,14%,2%,-4%,-15,-1%,-6,u
O=C(O)C1CC=CCC1C(=O)Nc1cccc(Cl)c1Cl (centres undefined),-1%,x,1%,x,20%,1%,10%,12,1%,x,0%
O=C(c1ccc2snnc2c1)N1CCN(c2ccccc2)CC1,0%,-5%,2%,1,4%,-3%,-3%,1,0%,33[activator],9%
O=C(C1=C[C@@H](c2ccc(Br)cc2)C[C@@H](OCc2ccc(CO)cc2)O1)N1CCN(Cc2ccccc2)CC1,2%,u,-4%,-23,42%,-3%,-2%,-2,-15%,-3,-2%
CCOCCCNC(=O)c1ccc2c(c1)ncn2-c1ccc(C)cc1C,-4%,0%,1%,-4,8%,6%,0%,1,-3%,0,-1%
COc1ccc(CNC(=O)C(CCSC)NC(=O)c2ccco2)cc1 (centres undefined),-1%,2%,-3%,2,-15%,0%,2%,4,-4%,12,-2%
Cc1cc(C(=O)CSc2nnnn2C)c(C)n1C1CC1,u,-4%,-23%[10 µM],1,0%,-1%,2.8µM*,-4,u,21,u
CC(CC(=O)Nc1nc2ccccc2[nH]1)n1ccnc1 (centres undefined),0%,2%,-1%,-5,4%,-1%,10%,7,0%,14,-4%
CCCn1c(C)cc(C(=O)COc2ccc(C)nc2[N+](=O)[O-])c1C,4%,4%,1%,0,u,2%,18%,-2,14%,u,u
CCN(CC)S(=O)(=O)c1ccc(C(=O)NNC(=O)C2CCN(S(=O)(=O)c3ccc(Cl)cc3)CC2)cc1,-3%,-4%,9%,-15,0%,-9%,-1%,1,-1%,12,1%
O=C1NC(Cc2ccccc2)c2nc3ccccc3c(=O)n2-c2cc(Cl)ccc21 (centres undefined),-2%,x,x,x,x,-14%,0%,x,2%,x,6%
CC1(C)CC2CC(C)(CN2C(=O)COC(=O)CNC(=O)c2ccc(Cl)c(Cl)c2)C1 (centres undefined),-2%,1%,-6%,-9,11%,-3%,-3%,10,1%,28,3%
COCC(C)N1CC(O)=C(c2nc(-c3ccc(Cl)cc3)cs2)C1=N (centres undefined),12%,1%,-4%,-7,-6%,-3%,-5%,1,10%,-1,-2%
Cc1cc2c(cc1S(=O)(=O)CCC(=O)N1CC(C)CC(C)C1)OCC(=O)N2 (centres undefined),-1%,-3%,-10%,3,1%,-3%,3%,1,-1%,9,2%
CC1CC2(CCCC2)Nc2ccc(F)cc21 (centres undefined),-5%,-6%,-10%,11,0%,-1%,-2%[1.84 µM],-2,1%,-1,-1%
CCOC(=O)c1c(NC(=O)C(NCCN(C)C)c2ccccc2)sc2c1CCCC2 (centres undefined),-5%,-1%,11µM*,-6,3.5µM*,0%,-1%,-2,11%,-17,1%

# The list goes on.
SMILES,NPC1 prom act,uPA generation,VP16 counter,KCNH2 3.1 block,RORgamma inh,Tb PFK block,Rab9 promoter act,Coupling enz,ELG1 genotox,Giardia kill,FLuc modulator
Cc1onc(-c2ccccc2)c1C(=O)Nc1nnc(-c2ccncc2)s1,1%,x,2%,-1,7%,-6%,-2%,7,-5%,-8,u
COc1cc2c(cc1OC)C(c1ccc(N(C)C)cc1)CC(=O)N2 (centres undefined),0%,-4%,-8%,x,-22%,-7%,1%,-12,7%,-28,-15%[2.3 µM]
COc1ccc(C(O)Cc2nc3ccccc3n2C)cc1OC (centres undefined),-4%,2%,-10%,6,-1%,13%,-2%,-4,2%,u,0%
CC(=O)NC(=O)c1nnn(Cc2ccccc2)c1NC(C)=O,-7%,-4%,-4%,-9,-1%,0%,-7%,1,2%,-1,0%
CCOC(=O)CN1C(=O)N(c2ccccc2OC)S(=O)(=O)c2ccccc21,4%,2%,1%,-3,2%,1%,-2%,4,2%,-29,-2%
COC(=O)c1sccc1NC(=O)CN(C)NS(=O)(=O)c1ccc([N+](=O)[O-])cc1,-2%,-5%,-4%,-23,-1%,0%,10%,1,5%,8,-1%
c1ccc(-n2ncc3c(N4CCN(c5ccccn5)CC4)nc(N4CCOCC4)nc32)cc1,-9%,x,-1%,x,17%,0%,0%,3,0%,x,0%
O=C(CSc1ncccc1-c1nc2ccccc2[nH]1)N1CCc2ccccc21,u,-4%,24%,-9,20%[10 µM],-2%,2.8µM*,0,u,-10,7.6µM*
CN(CC(=O)NCCCN1CCOCC1)S(=O)(=O)c1cc(Cl)ccc1Cl,0%,-6%,1%,2,-15%,1%,-12%,x,0%,16,1%
CNc1oc(-c2ccc(Cl)cc2)nc1C#N,u,-3%,0%,8,u,-1%,u,3,u,5,11µM*
Cc1nn(C)cc1N1C(=O)c2cccc3c(N)ccc(c23)C1=O,0%,5%,-6%,6,7%,-11%,2%,-2,4%,-2,-1%
CC(CCc1ccccc1)NC(=O)CSc1ccccc1 (centres undefined),0%,10%,-12%,7,34%,-1%,-2%,4,4%,-7,0%
O=C(NCc1ccc(F)cc1)c1ccc(CNc2c(N3CCOCC3)c(=O)c2=O)cc1,-4%,-1%,-5%,-19,-3%,-19%,2%,2,1%,13,2%
O=C(Nc1cc(Cl)cc(Cl)c1)c1ccno1,1%,-2%,0%,9,17%,-3%,-9%,0,-1%,-24,5%
COc1cc(C(=O)Nc2nc(-c3ccc(C)cc3)cs2)ccc1OCC(=O)N1CCOCC1,13%,11%,-21%,-42,u,0%,29%,-1,-11%,-24,u
CC(C)(CNC(=O)c1sc2cc(Cl)ccc2c1Cl)N1CCOCC1,0%,-2%,x,-15,x,-8%,-4%,x,16µM*,-5,u
CC(C)c1ccc(C(CC(=O)c2ccc(Cl)cc2)C(=O)O)cc1 (centres undefined),1%,2%,-16%,4,u,4%,2%,9,3%,-13,-6%
Cc1cccc(C)c1OCc1n[nH]c(=S)o1,-3%,-1%,-13%,10,u,0%,1%,6,4%,-8,-1%
COCCN(C(=O)COC(=O)c1cc(C)n(-c2ccccc2)c1C)c1c(N)n(Cc2ccccc2)c(=O)[nH]c1=O,0%,0%,x,5,x,5%,-1%,x,4%,5,-3%
Cc1cccc(OCC(=O)Nc2ccc3nc(C)sc3c2)c1,-9%,-13%,-9%,10,5%,-3%,-17%,3,-2%,19,u
CCOCCCNC(=O)C(c1ccc(C)cc1)N(Cc1ccc2c(c1)OCO2)C(=O)c1ccccn1 (centres undefined),4%,4%,-23%,-8,23%,-5%,-2%,-1,-8%,-11,-1%
O=[N+]([O-])c1ccccc1S(=O)(=O)N1CCN(c2ccccn2)CC1,-1%,-13%,-1%,23,-1%,2%,4%,3,-8%,-6,-1%
Nc1ccccc1SCc1csc(-c2ccc(Cl)cc2)n1,u,-4%,6%,-9,11%,-2%,u,-4,9%,9,13µM*

# Compounds shown so far containing bromine:
SMILES,NPC1 prom act,uPA generation,VP16 counter,KCNH2 3.1 block,RORgamma inh,Tb PFK block,Rab9 promoter act,Coupling enz,ELG1 genotox,Giardia kill,FLuc modulator
O=C(CCCCCn1c(=S)[nH]c2ccc(Br)cc2c1=O)NCC1CCCO1 (centres undefined),-4%,-6%,-12%,x,u,-4%,-1%,0,-1%,-12,2%
O=C(C1=C[C@@H](c2ccc(Br)cc2)C[C@@H](OCc2ccc(CO)cc2)O1)N1CCN(Cc2ccccc2)CC1,2%,u,-4%,-23,42%,-3%,-2%,-2,-15%,-3,-2%

# The order is random; any-hit rate near 14%.
